Screens (PubChem)
DUSP3 inh: VHR1 phosphatase inhibitors, primary screen, biochemical, colorimetric, HTS; Dual specificity protein phosphatase 3 (Homo sapiens), P51452; recombinant VHR phosphatase, colorimetric substrate read-out; inhibition, % at 20 µM; 50,000 compounds, 0.7% hits; AID 1992, 2009; in the data active = inhibition above about 60%; also: some results filed as inactive read as strong as hits
Target sequence (P51452 whole entry, looked up): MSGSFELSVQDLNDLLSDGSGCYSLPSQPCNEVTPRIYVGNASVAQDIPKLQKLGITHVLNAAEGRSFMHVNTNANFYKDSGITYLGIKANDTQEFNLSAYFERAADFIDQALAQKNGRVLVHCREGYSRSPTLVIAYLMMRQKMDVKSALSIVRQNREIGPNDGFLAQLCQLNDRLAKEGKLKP
An asterisk follows results filed as active. An excerpt; count on the stated rates, not on these rows.

SMILES	DUSP3 inh
Cc1nc2ccccc2n1S(=O)(=O)c1cc([N+](=O)[O-])ccc1Cl	-28.3
N#Cc1c2n(c3c(NCCCO)ncnc13)CCCCC2	-3.9
Cc1cc(C)cc(OCC(O)CN2CCC(C)CC2)c1 (centres undefined)	-1.0
COc1cc(/C=N/n2cnnc2)cc(I)c1OCCOc1cc(C)ccc1C(C)C	4.4
CCOc1ccccc1C(=O)NCc1ccco1	-8.7
CCc1c(C)n(CC(=O)N/N=C/c2ccc(Cl)cc2)n2cnnc2c1=O	-5.5
Nc1c2c(nc3ccccc13)CCCCC2	-14.0
O=C(N=Nc1c(O)n(CN2CCCC2)c2ccccc12)c1ccccc1Br	-4.1
O=C(Nc1cccc2c1CCCC2)c1ccc(Br)cc1	-3.7
C/C(=N\NC(=O)C(O)c1ccccc1)c1ccc2c(c1)CCCC2 (centres undefined)	-10.2
O=C(NCc1nc2ncc(Br)cc2[nH]1)c1ccccc1	-9.7
O=C(Nc1cccc(C(F)(F)F)c1)c1ccc(Cl)cc1Cl	-18.6
COC(=O)CCCC[C@H]1SC[C@H]2NC(=O)NC21O (some centres undefined)	-11.8
O=C(N/C(=C/c1ccc(Br)cc1)C(=O)N1CCCCC1)c1ccccc1	-19.1
CCOC(=O)c1c(NC(=O)c2ccc(Cl)c(Cl)c2)sc(C(=O)Nc2ccccc2)c1C	1.2
O=C(/C=C/c1ccco1)Nc1cccc(F)c1	14.0
O=C1NC(=O)N(c2ccc(Cl)cc2)C(=O)/C1=C\C=C\c1ccccc1[N+](=O)[O-]	10.0
CCCCOc1ccc2c3c(c(=O)oc2c1)CCCC3	-2.6
COc1ccc(CCNCCCc2ccccc2)cc1OC	22.8
COC(=O)c1ccccc1NC(=O)C1CN(S(=O)(=O)c2ccccc2)CCN1S(=O)(=O)c1ccccc1 (centres undefined)	-7.8

Part of the list above in a different format:
> Nc1c2c(nc3ccccc13)CCCCC2
  DUSP3 inh: -14.0

> O=C(N=Nc1c(O)n(CN2CCCC2)c2ccccc12)c1ccccc1Br
  DUSP3 inh: -4.1

> O=C(Nc1cccc2c1CCCC2)c1ccc(Br)cc1
  DUSP3 inh: -3.7

Additional entries
SMILES	DUSP3 inh
COc1ccc(NC(=O)/C(C#N)=C/c2cn(CC(=O)Nc3ccccc3)c3ccccc23)cc1	-3.9
COc1ccc(NC(=O)C2CC2)c(OC)c1	-3.0
Cc1ccc(C(=O)NC(=S)Nc2ncc(C(F)(F)F)cc2Cl)cc1	7.8
NS(=O)(=O)c1cccc(NC(=O)c2sc3ccccc3c2Cl)c1	-3.3
CCc1ccc(-c2cc(C(=O)O)c3ccccc3n2)cc1	-10.5
Cc1cc([N+](=O)[O-])ccc1-c1ccc(C(=O)Nc2ccc(-c3nc4ccccc4o3)c(O)c2)o1	-14.7
CC(=O)Nc1ccc(NC(=O)c2ccccc2-c2ccccc2C(=O)O)cc1	-11.6
COc1ccc(CNC(=O)C(=O)Nc2cc(C)cc(C)c2)cc1	-13.8
N/C(Cc1ccc([N+](=O)[O-])cc1)=N\OC(=O)c1cccc(Br)c1	-5.4
O=C(CC1(O)C(=O)Nc2ccccc21)c1ccco1 (centres undefined)	-4.3
COc1ccc(S(=O)(=O)N(CC(=O)NC2CCCCC2)c2cc(C)cc(C)c2)cc1OC	-26.6
CC(=O)Nc1sc2c(c1C(=O)Nc1ccccc1C)CCC2	-14.4
CC(C)(C)c1ccc(OCCN2CCCC2)cc1	-6.9
O=c1c2c(-c3ccccc3)csc2ncn1/N=C/c1ccccn1	31.8
O=c1c2ccccc2nc(/C=C/c2ccc([N+](=O)[O-])cc2)n1-c1cccc(O)c1	-19.9
COc1ccc(-c2ccc(/C=C/C(=O)c3ccc(Cl)cc3)o2)cc1	-26.1
CC(=O)c1ccc(N2C(=O)c3ccc(C(=O)O)cc3C2=O)cc1	7.4
O=C(O)c1ccc(S(=O)(=O)n2cnc3ccccc32)cc1	-37.5
COc1ccc2c(c1)-c1c(ssc1=S)C(C)(C)N2C(=O)COc1ccccc1	-2.4
O=C(NC(NCc1ccco1)C(Cl)(Cl)Cl)c1ccco1 (centres undefined)	-12.8
COc1cccc(/C=C(/C#N)C(=O)Nc2ccc(F)cc2)c1O	10.7
COc1ccc(Cl)cc1NC(=O)c1cc(Cl)ccc1OC	-23.6
O=c1c2ccccc2nc(/C=C/c2cccc([N+](=O)[O-])c2)n1Cc1ccccc1	-2.6
CCOc1ccc(Br)cc1/C=C(\C#N)c1nc2ccc(C)cc2[nH]1	-2.6
O=C(Nc1ccc(Cl)cc1Cl)c1cc2nc(-c3ccccc3)cc(C(F)(F)F)n2n1	-0.7
O=C(/C=C/c1ccccc1)NC(=S)Nc1ccc(Cl)cc1Cl	-24.4
CCN(CC)c1ccc(NC(=O)c2ccc(-c3cccc(Cl)c3)o2)cc1	-23.3
C=CCc1ccc(OCCOCCNCCCC)c(OC)c1	-21.2
O=[N+]([O-])c1ccc(-n2nncc2C23CC4CC(CC(C4)C2)C3)cc1	-5.1
O=C(O/N=C(/c1ccncc1)c1ccc([N+](=O)[O-])cc1)c1ccccc1F	2.2
CC(=O)n1cc(/C=C2\N=C(c3ccccc3F)OC2=O)c2ccccc21	34.2
CCC(Oc1ccccc1)C(=O)NC(C)c1ccccc1 (centres undefined)	28.3
FC(F)(F)c1ccccc1NC(=S)Nc1ccccc1	-3.9
Cc1ccc(-c2cc(-c3ccccc3O)[nH]n2)cc1	-21.4
Cc1noc2c1/C(=N\O)CC(c1ccccc1)C2 (centres undefined)	-5.5
CC(C)(C)c1ccc(C(=O)Nc2c(F)c(F)c(F)c(F)c2F)cc1	-21.6
CC(CO)(CO)NC(=O)C(F)(F)C(F)(F)C(=O)NC(C)(CO)CO	-8.2
Cc1ccc([N+](=O)[O-])cc1Cc1ccccc1	-7.7
Cc1ccc(S(=O)(=O)Oc2cccc(/C=C3/SC(=S)N(Cc4ccccc4)C3=O)c2)cc1	107.6*
O=C1CC2c3ccccc3C1C1C(=O)N(c3ccccc3)C(=O)C21 (centres undefined)	107.5

A different layout for some results above:
CC(=O)n1cc(/C=C2\N=C(c3ccccc3F)OC2=O)c2ccccc21
  DUSP3 inh = 34.2
CCC(Oc1ccccc1)C(=O)NC(C)c1ccccc1 (centres undefined)
  DUSP3 inh = 28.3
FC(F)(F)c1ccccc1NC(=S)Nc1ccccc1
  DUSP3 inh = -3.9
Cc1ccc(-c2cc(-c3ccccc3O)[nH]n2)cc1
  DUSP3 inh = -21.4

Next section
SMILES	DUSP3 inh
O=CNC(NC(=S)Nc1ccc(F)cc1)C(Cl)(Cl)Cl (centres undefined)	-13.6
COc1ccccc1NC(=O)COc1ccc(Br)cc1	4.8
O=C(CN(c1ccc(F)cc1)S(=O)(=O)c1ccccc1)Nc1ccccc1Br	-9.3
CCOc1ccc(C(=O)Nc2ccc(NC(=O)c3cccc(C)c3)cc2)cc1	-65.0
Cc1cccc(OCCSc2nc3ccccc3n2CC(=O)O)c1	-25.6
COc1cc(/C=N\N2CCN(Cc3ccc(C)cc3)CC2)cc(Br)c1O	-4.3
O=C1CC(N2CCN(CCO)CC2)C(=O)N1c1ccccc1 (centres undefined)	-17.2
COc1ccc(OC)c(-n2cnnn2)c1	-9.3
CC(C)(C)CC(C)(C)NC1=CC(=O)OC12CCCCC2	-14.7
Cc1ccc(-c2ccc(OCC(=O)Nc3ncn[nH]3)cc2)cc1	5.9
COc1ccc(CCN2C(=O)/C(=C/c3c(NCCCn4ccnc4)nc4c(C)cccn4c3=O)SC2=S)cc1OC	-8.6
O=C(Nc1ccc(Cc2ccc(NC(=O)C(F)(F)F)c([N+](=O)[O-])c2)cc1[N+](=O)[O-])C(F)(F)F	-20.5
COc1ccc(/C=C(/NC(=O)c2ccco2)C(=O)Nc2ccc3ccccc3c2)cc1	-11.1
Cc1nnc(NS(=O)(=O)c2ccc(F)cc2)s1	-49.0
COC(=O)NNC(=O)c1ccc(OC)c(OC)c1	-17.6
COc1cccc(/C=C2\C(=O)N(c3cccc(C(=O)O)c3)N=C2C)c1	7.2
COc1ccc(NC(=O)CN(c2cc(Cl)cc(Cl)c2)S(C)(=O)=O)cc1OC	-21.8
O=C1c2cccc3cccc(c23)C(=O)N1CCN1CCN(CC(O)c2ccc([N+](=O)[O-])cc2)CC1 (centres undefined)	-0.5
COc1ccc(Br)cc1CN1CCNCC1	-2.4
COc1cc(C(=O)Nc2ccc(NC(C)=O)cc2)c([N+](=O)[O-])cc1OC	-18.6
COCCOC(=O)c1c(C)oc2ccc(OCc3ccc(Br)cc3)cc12	-16.1
O=C(O)c1ccc(S(=O)(=O)c2ccc3c(c2)C(=O)N(c2ccc(O)cc2)C3=O)cc1	-4.0
CCOc1ccc(NC(=O)CCC(=O)NCCO)cc1	10.7
Cc1ccc(C(=O)N2CCN(C(=O)c3ccc(C)cc3)CC2)cc1	2.7
CCOc1ccc(C2=C/C(=C/c3cc(Br)c(OC)cc3OC)C(=O)O2)cc1	5.7
COc1ccc(CN2CCN(C3CCCC3)CC2)cc1Br	-6.5
C=CCN1C(=O)/C(=C\c2ccc(OC(=O)c3cccc(Br)c3)cc2)SC1=S	-8.7
O=C(c1cccc2ccccc12)N1CCN(c2ccccc2)CC1	14.5
CCOc1ccc(NC(=S)NC(NC(=O)c2cccc(C)c2)C(Cl)(Cl)Cl)cc1 (centres undefined)	15.3
CC1CCOP(=O)(C(Nc2cc(Cl)cc(Cl)c2)c2ccc(Br)cc2)O1 (centres undefined)	-8.8
COc1ccccc1CC(=O)Nc1ccc(F)cc1	-24.4
O=C(COc1ccc(Cl)cc1)NCCc1cccc(Cl)c1	5.4
C=CCN(CC=C)C(=O)C1CC(=O)N(c2ccc(Br)cc2)C1 (centres undefined)	-3.0
CC(=O)Nc1ccc(OC(=O)c2ccc([N+](=O)[O-])cc2)cc1	-25.2
CC(NC(=O)CSc1nnc(SCC(=O)NC(C)c2ccccc2)s1)c1ccccc1 (centres undefined)	-0.6
CC(=O)C(C)Oc1ccc2c3c(c(=O)oc2c1)CCCC3 (centres undefined)	15.6
Nc1c(S(=O)(=O)Cc2ccccc2)sc2nc3c(cc12)CCCC3	21.6
COC(=O)Oc1ccc(/C=C2/C(=O)N(c3ccccc3)N=C2C)cc1OC	-6.3
COc1cccc(-c2cc(C(=O)NCc3cccnc3)c3ccccc3n2)c1	-8.3
COc1ccc(-n2nc3cc(C)c(NC(=O)COc4ccc(Cl)cc4Cl)cc3n2)cc1	-0.2

An excerpt of the results above:
SMILES	DUSP3 inh
COCCOC(=O)c1c(C)oc2ccc(OCc3ccc(Br)cc3)cc12	-16.1
O=C(O)c1ccc(S(=O)(=O)c2ccc3c(c2)C(=O)N(c2ccc(O)cc2)C3=O)cc1	-4.0

Other entries:
SMILES	DUSP3 inh
O=C1c2ccccc2C(=O)N1Cc1nc2ccccc2c(=O)o1	-5.8
C=CCc1cccc2cc(C(=O)NNC(=O)c3ccc(OC)cc3)c(=O)oc12	-1.5
COc1ccc(Cc2cnc(NC(=O)c3ccccc3Cl)s2)cc1	-21.6
c1ccc2cc(OCCCCN3CCOCC3)ccc2c1	6.5
Cc1cc(/C=C(/C(=O)c2ccccc2)c2nc3ccccc3[nH]2)c(C)n1-c1ccccc1	-3.5
COc1ccccc1CNC(=O)Cc1ccc(Br)cc1	-21.1
O=C(CCN1C(=O)/C(=C\c2cccs2)SC1=S)N1CCCC1	-6.1
COc1ccccc1N1CCN(C(=O)COc2ccc(Br)c(C)c2)CC1	-11.9
Cc1ccc(C2(C)NN=C(c3ccccc3)S2)o1 (centres undefined)	4.9
Cc1c(C(=O)Nc2ccncc2)cccc1[N+](=O)[O-]	-27.2
CC1=C(C)CC2C(=O)N(c3cccc(C)c3)C(=O)C2C1 (centres undefined)	-6.1
CCCCOc1cccc(C(=O)Nc2ccc(N(CC)CC)cc2)c1	-5.8
C=CCSc1nc(N)c(C#N)c(-c2cccs2)c1C#N	-6.6
O=C(Nc1ccc(-c2nc3ccccc3c(=O)o2)cc1)c1ccc(Cl)cc1	2.6
Cc1ccc(N2C(=O)NC(=O)/C(=C\c3ccc(-c4ccc([N+](=O)[O-])cc4Cl)o3)C2=O)cc1	-5.3
CCN1C(=O)/C(=C\c2ccc(N(C)C)cc2)C(C(=O)OC)=C1C	10.5
Cc1ccc(/C(O)=C2\C(=O)C(=O)N(c3nncs3)C2c2cccc(Cl)c2)cc1 (centres undefined)	-3.5
O=C1/C(=C/c2ccc(-c3ccccc3[N+](=O)[O-])o2)SC(=S)N1c1cccc(C(F)(F)F)c1	9.8
Cc1ccc2c(c1)-c1c(ssc1=S)C(C)(C)N2C(=O)CC(C)C	12.7
O=C(Cc1cccs1)Nc1cccc2c1C(=O)N(c1ccccc1)C2=O	-11.4
CSCCNS(=O)(=O)c1ccc(C)c([N+](=O)[O-])c1	3.2
COc1ccc(C(=O)/C=C/Nc2ccc(NC(C)=O)cc2)cc1	-3.3
N#CC1=C(N)Oc2cc(N)ccc2C1c1ccc(Br)cc1 (centres undefined)	95.7
O=C(O)CCC(=O)Nc1ccc2nn(-c3ccccc3)nc2c1	5.2
COc1ccccc1-c1nc(-c2ccccn2)no1	-33.2
CCOC(=O)c1c(NC(=O)C2CC2c2ccccc2)sc2c1CCC(C)C2 (centres undefined)	8.7
O=C(Nc1ccc(Cl)cc1)Nc1ccc2c(c1)OCCO2	-40.8
C=CCOc1ccc(/C=N/NC(=O)CSc2ncccn2)c(O)c1	-41.0
Cc1ccc(S(=O)(=O)N2CCN(Cc3cccn3C)CC2)cc1	6.9
CC(CNC(c1ccccc1)c1ccccc1)(NS(=O)(=O)c1ccccc1)c1ccccc1 (centres undefined)	-3.7
O=C1/C(=C\c2ccccc2)SC(=S)N1CN1CCCCC1	1.7
COc1ccccc1-n1c(-c2cccs2)nc2ccccc2c1=O	-6.8
Cc1ccc2nc(NC(=O)c3cccc(Br)c3)sc2c1	-20.3
Cc1cc(=O)oc2cc3cc(C)n(C)c3cc12	-3.7
O=C(Nc1cccc(Cl)c1)N1CCN(C/C=C/c2ccccc2)CC1	-9.4
COc1ccc(/C=C/C(=O)Nc2ccc(OCc3ccccc3)cc2)cc1	-3.7
